CD40 NFkB inh = CD40 pathway inhibition in BL2 cells; 0.94% of 83,000 active; inhibition, % at 10 µM; BL2 NF-kB luciferase reporter, CD40L-induced, 4 h; AID 1053188;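 active = mean inhibition of at least 50% with a set share of replicates also reaching that level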;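 note: 0% = neutral control wells and 100% = IKK inhibitor VII at 50 µM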
* marks the source's active call; other numbers are inactive results; & = joins results of further samples; [ ] = another dose, or the depositor's remark. An excerpt; count on the stated rates, not on these rows.

SMILES | CD40 NFkB inh
CCSc1nnc(NC(=O)C2CCCN(S(=O)(=O)c3cnc[nH]3)C2)s1 (configuration not stated) | 3.4
N#Cc1cccc(-c2ccc(C3[C@H]4CNC[C@@H]3N4S(=O)(=O)c3cccc(F)c3)cc2)c1 (some centres not stated) | -6.9&-10.5
Cc1ccc(COc2ccc(CNCCCN3CCCCCC3=O)cc2)cc1 | -25.9
Nc1ccc(S(N)(=O)=O)cc1N | -44.6
CCOC(=O)c1cnc(SC)nc1NCCOC | 13.8
COc1ccc(S(=O)(=O)N2CCOC23CCN(S(=O)(=O)c2ccc(Cl)cc2)CC3)cc1 | -2.2
CCOc1cc(OCC)nc(S(C)(=O)=O)n1 | -22.4
CN(CC(=O)NNC(=O)CNC(=O)c1ccccc1Cl)S(=O)(=O)c1ccc(Cl)cc1 | -2.5
COc1ccc(CN2[C@H](CO)[C@@H]3c4ccccc4N(C(=O)Nc4ccc(F)cc4)C[C@@H]32)cc1 | -12.5[25 µM]
Cc1nc(-c2ccncc2)sc1C(=O)Nc1ccc(Cl)cc1 | 1.5
N#Cc1ccsc1NC(=O)CN1CCN(Cc2ccccc2)CC1 | 1.2
COc1ccc(CC(=O)N(C)Cc2ccc(Cl)cc2)cc1S(=O)(=O)N1CCOCC1 | -4.8
Cc1cc(C(=O)NNC(=O)C(CCC(N)=O)NS(=O)(=O)c2ccc(Cl)cc2)c(C)o1 (configuration not stated) | 3.7
CSc1ccc(C2(O)Cc3cccc[n+]3C2c2ccccc2)cc1 (configuration not stated) | 13.2
COc1ccc2c3c([nH]c2c1)[C@@H](CO)N(C(=O)CN(C)C)CC31CN(C(=O)c2cccnc2)C1 | -7.5[25 µM]
O=C(NCc1ccccc1)[C@@H]1CSC2c3ccccc3C(=O)N21 (some centres not stated) | 5.9
CC1C(=O)N2CCCc3cc(NS(=O)(=O)c4ccccc4)cc1c32 (configuration not stated) | -9.8
Cc1ccc(S(=O)(=O)N(C)C)cc1NC(=O)COC(=O)CC1CCCC1 | 25.1
O=C(O)CN1CCNCCN(CC(=O)O)CCNCC1 | 3.2
O=C(Nc1cccc(Cl)c1N1CCOCC1)c1cc([N+](=O)[O-])ccc1N1CCOCC1 | 1.4
CCS(=O)(=O)c1nc(S(=O)(=O)c2ccc(C)cc2)c(NCCCN(C)C)s1 | 9.6
Cc1onc(-c2ccccc2Cl)c1C(=O)NCc1ccc2c(c1)cc(C)n2C | 9.2
CC(C)(c1ccc(O)c([N+](=O)[O-])c1)c1ccc(O)c([N+](=O)[O-])c1 | -1.0
CCN(CC)CCCNCC(=O)Nc1ccc2c(c1)CCC2 | 3.1
NNC(=O)c1oc2nc(-c3ccccc3)cc(-c3ccccc3)c2c1N | 11.6
COc1cccc(NC(=O)CCC2CCN(Cc3nccs3)CC2)c1 | -19.0
O=C(Nc1cc(F)ccc1F)N[C@H]1CC[C@@H](CC(=O)N2CCc3ccccc3C2)O[C@H]1CO | 8.8[25 µM]
CN(C)S(=O)(=O)c1ccc(N2CCCC2)c(C(=O)Nc2ccccc2)c1 | 0.6
CCC1(C)CN=C(c2ccccc2)NC1 (configuration not stated) | -2.0
O=C(C1CCC1)N1CC(=O)N2[C@H](CO)[C@@H](c3ccc(Br)cc3)[C@H]2C1 | 3.2[25 µM]

Six records picked at random from those above, as already listed:
SMILES | CD40 NFkB inh
CN(CC(=O)NNC(=O)CNC(=O)c1ccccc1Cl)S(=O)(=O)c1ccc(Cl)cc1 | -2.5
N#Cc1cccc(-c2ccc(C3[C@H]4CNC[C@@H]3N4S(=O)(=O)c3cccc(F)c3)cc2)c1 (some centres not stated) | -6.9&-10.5
CC(C)(c1ccc(O)c([N+](=O)[O-])c1)c1ccc(O)c([N+](=O)[O-])c1 | -1.0
NNC(=O)c1oc2nc(-c3ccccc3)cc(-c3ccccc3)c2c1N | 11.6
O=C(NCc1ccccc1)[C@@H]1CSC2c3ccccc3C(=O)N21 (some centres not stated) | 5.9
Cc1cc(C(=O)NNC(=O)C(CCC(N)=O)NS(=O)(=O)c2ccc(Cl)cc2)c(C)o1 (configuration not stated) | 3.7

Additional compounds
SMILES | CD40 NFkB inh
O=C(NCCOc1ccccc1)C1CCCN1C(=O)c1cccs1 (configuration not stated) | -1.8
CC1(C)OC(=O)NC1c1ccccc1 (configuration not stated) | 2.4
COc1cccc(-c2nnc(-c3ccc4ccccc4c3)o2)c1 | -6.3
Cc1c(C(=O)NCCN2CCOC2=O)oc2c(F)cccc12 | -20.5
Cc1cc(=O)oc2cc(NC(=O)C(C)Oc3ccc(F)cc3)ccc12 (configuration not stated) | -10.1
CCCNC(=O)N1[C@@H]2c3ccc(-c4ccccc4OC)c(=O)n3C[C@@H]2[C@@H](CO)[C@@H]1C(=O)NC1CCC1 | 3.3[25 µM]
Cc1nc2ncnn2c(N2CCN(C(=O)c3cccc(F)c3)CC2)c1Cc1ccccc1 | 8.9
O=C(NCc1ccc2c(c1)OCO2)c1cc(-c2ccccc2)c(N2CCOCC2)s1 | -3.5
CCOC(=O)c1[nH]c2ccccc2c1NC(=O)C1CCCC1 | 3.6
COc1ccccc1N1CCN(C(=O)N2CCOCC2)CC1 | 8.3
O=C(Cc1ccncc1)Nc1ccc2c(c1)[C@@H]1C[C@H](CC(=O)N3CCc4ccccc4C3)O[C@H](CO)[C@@H]1O2 | 5.3[25 µM]
COc1ccc(CC(=O)NNC(=O)c2ccc(Br)s2)cc1OC | -0.4
COc1cc(C(=O)O)nc2ccc([N+](=O)[O-])cc12 | 2.9
COCC(=O)N1CCCCN2[C@H](C1)[C@H](c1ccc(-c3ccc(OC)cc3)cc1)[C@@H]2CO | 14.0[25 µM]
CCOC(=O)c1csc(NC(=O)c2cc(=O)c3ccccc3o2)n1 | -80.1

Single values from the list.
N#Cc1cccc(-c2ccc(C3[C@H]4CNC[C@@H]3N4S(=O)(=O)c3cccc(F)c3)cc2)c1 (some centres not stated) in CD40 NFkB inh is entered as -6.9&-10.5
Cc1cc(C(=O)NNC(=O)C(CCC(N)=O)NS(=O)(=O)c2ccc(Cl)cc2)c(C)o1 (configuration not stated) in CD40 NFkB inh is entered as 3.7
COc1cccc(-c2nnc(-c3ccc4ccccc4c3)o2)c1 in CD40 NFkB inh is entered as -6.3

(list continues)
SMILES | CD40 NFkB inh
COc1cc(-c2cc(C(=O)OCC(=O)NC3CC3)c3ccccc3n2)cc(OC)c1OC | -1.9
COc1cc(CC(NC(C)=O)C(=O)NC2CCN(C(=O)c3cc(OC)c(OC)c(OC)c3)CC2)cc(OC)c1 (configuration not stated) | 4.1
C[C@@H]1CN([C@@H](C)CO)C(=O)c2c(c3ccccc3n2C)-c2ccccc2CO[C@H]1CN(C)C(=O)[C@H](Cc1ccccc1)N(C)C | 13.0[25 µM]
CCOc1ccc(OCCC(=O)OCC(=O)Nc2cc(S(=O)(=O)N3CCOCC3)ccc2C)cc1 | -13.1
COc1cccc(C(=O)OCC(=O)N2CCC(Cc3ccccc3)CC2)c1OC | 8.2
OC[C@@H]1[C@@H]2c3ccccc3NC[C@@H]2N1Cc1ccccc1Cl | 2.1[25 µM]
CNC(=O)C1CC(=O)N(c2ccc(OCC(=O)Nc3ccc(F)cc3)cc2)C1 (configuration not stated) | 5.4
CCCCc1ccc(NC(=O)CSc2nc(=O)n(CCCN3CCOCC3)c3c2CCC3)cc1 | 16.6
C[C@H](NC(=O)C[C@H]1C[C@H]2c3cc(NC(=O)Nc4ccc(C(F)(F)F)cc4)ccc3O[C@H]2[C@H](CO)O1)c1ccccc1 | 12.1[25 µM]
Cc1cc(NS(=O)(=O)c2ccc(NS(=O)(=O)c3ccc(CC(C)C)cc3)cc2)nc(C)n1 | 0.2
O=S(=O)(NC1CCSc2ccccc21)c1ccccc1 (configuration not stated) | -2.4
Cc1cc(C)c(NC(=O)C2CC(=O)N(C3CCCC3)C2)c(C)c1 (configuration not stated) | -2.5
COc1ccc(/C=N/NC(=O)Cn2cnc3c2c(=O)n(C)c(=O)n3C)cc1 | -4.7
COc1ccc(C(=O)C2CCCN(Cc3cnc(N4CCOCC4)s3)C2)c(OC)c1 (configuration not stated) | 8.3
O=C1CN(C(=O)COC(=O)CCC(=O)c2ccc3c(c2)OCCO3)c2ccccc2N1 | -18.3
O=C(Nc1ccc(N2CCOCC2)c(Cl)c1)c1ccc(F)cc1 | -23.3
CC(Oc1ccccc1)c1ccnc(N)n1 (configuration not stated) | -7.8
C=CCN(c1ccccc1)S(=O)(=O)c1cccc(C(=O)N2CCN(c3ncccn3)CC2)c1 | 5.3
COc1ccccc1NC(=O)c1ccc(NC(=O)CN(C)Cc2ccccc2F)cc1 | 6.5
CC(C)CC(NS(=O)(=O)c1cccc(C(=O)O)c1)C(=O)O (configuration not stated) | 11.9
CN1C(=O)c2cc(NC(=O)C3CCC3)ccc2OC[C@H]2O[C@H](CC(=O)NCCc3ccncc3)CC[C@@H]21 | 2.8
O=C(COc1ccccc1Cl)NCCNC(=O)c1cnccn1 | -1.4
CN(CCc1ccccn1)C(=O)CCC1CCCN(C(=O)NC2CCCCC2)C1 (configuration not stated) | -14.1
CCOC(=O)Cn1c(CN(Cc2ccccc2)Cc2ccccc2)nc2c1c(=O)[nH]c(=O)n2C | 9.6
CCCCn1c(N)c(N(CC)C(=O)C2CCCC2)c(=O)[nH]c1=O | 14.4
CCCCNC(=O)C1(C)CCN1C(=O)c1cc(OC)ccc1Br (configuration not stated) | 6.7
CCOC(=O)c1cc(C(C)(C)C)nc(SC)c1C#N | 1.6
COc1ccc(S(=O)(=O)Nc2ccccc2OC)cc1NC(=O)CC1CC2CCC1C2 (configuration not stated) | 4.7
N#C[C@H]1[C@H](c2ccc(-c3cccc(F)c3)cc2)[C@H](CO)N1c1nc(-c2ccccc2)cs1 | 13.8[25 µM]
CCN(CC(=O)Nc1ccc2c(c1)OCCO2)C(=O)c1cc(Cl)nc2ccccc12 | 10.3
O=C(C[C@@H]1CC[C@@H]2NC[C@H](O)COC[C@H]2O1)NCc1ccc2c(c1)OCO2 | -3.2[25 µM]
CCNS(=O)(=O)c1ccc(CCC(=O)N2CCCC2)cc1 | 3.4
CCCc1cc(N2CCN(c3ccccn3)CC2)n2nc(C)c(-c3ccccc3)c2n1 | 3.5
CCC(=O)N[C@H]1CC[C@@H](CC(=O)NCCN2CCCCC2)O[C@H]1CO | 0.0
Cc1ccc(S(=O)(=O)N2CCN(C(=O)c3ccccn3)CC2)cc1 | 16.2
O=C(Nc1ccc2c(c1)OCCO2)C1CCCN(S(=O)(=O)c2cccnc2)C1 (configuration not stated) | 17.9
COc1ccc(O)c(-c2cn[nH]c2-c2cccs2)c1 | -3.5
Cc1ccnc(NC(=O)CNC(=O)c2ccc3ccccc3c2)c1 | 12.1
Oc1c(Br)cc(CNC2CCCCC2)cc1Br | -19.4
O=C(Nc1cccc(F)c1)N1CCCCN2[C@@H](CO)[C@H](c3ccc(C#Cc4cccnc4)cc3)[C@@H]2C1 | 10.1[25 µM]
Cc1cc(C(=O)OCC(=O)N(C)C2CCS(=O)(=O)C2)c(C)n1-c1ccccc1 (configuration not stated) | -11.2
COc1ccc(CC(=O)OCC(=O)Nc2ccc(Cl)cn2)cc1 | 6.6
O=C(CC1CC1)N1CC2(C1)[C@H](c1ccccc1)[C@@H](CO)N2C(=O)c1ccccn1 | -7.9[25 µM]
Cc1ccc(S(=O)(=O)N2CCC(C(=O)NCCCN3CCCC3=O)CC2)cc1 | -0.2
C[C@H](CO)N1C[C@H](C)[C@H](CN(C)Cc2ccc3c(c2)OCO3)Oc2ncc(-c3cccc(C(F)(F)F)c3)cc2C1=O | 11.7[25 µM]
Cc1ccc(C(=O)Nc2ccc3c(c2)CCC3)o1 | -58.4
COc1ccc(S(N)(=O)=O)cc1C(=O)OCC(=O)N1CC(=O)Nc2ccccc21 | 5.4
CCOc1ccc(-c2cccc(NC(=O)c3cccs3)c2)nn1 | -10.1
COc1ccc(C(=O)C(Cc2cc(C(C)=O)ccc2OC)N2CCCC2)cc1 (configuration not stated) | -0.9
CCNc1nnc(SCC(=O)NC2CCCCCC2)s1 | 2.3
CC1CCN(C(=O)COC(=O)c2ccc(Cl)nc2)CC1 | -55.0
CCC(=O)NC[C@H]1[C@@H](c2ccc(-c3ccc(F)cc3)cc2)[C@@H](CO)N1C(=O)CC | -9.3[25 µM]
CCCCCn1c(=O)[nH]c2cc(C(=O)O)ccc2c1=O | 27.3
O=c1[nH]c2cc(Cl)cc(Cl)c2[nH]c1=O | 18.3
O=C(C[C@H]1CC[C@@H]2[C@H](COC[C@H](O)CN2S(=O)(=O)c2ccc(F)cc2)O1)NCCN1CCCCC1 | 5.8[25 µM]
Cc1ccc(C)c(NC(=O)CN2C(=O)NC(C)(c3ccc4c(c3)OCCO4)C2=O)c1 (configuration not stated) | 9.4
C[C@H](CO)N1C[C@H](C)[C@@H](CN(C)C(=O)Nc2ccc3c(c2)OCCO3)OCc2cn(nn2)CCCC1=O | -89.8
Cc1ccc(-c2csc(NS(=O)(=O)c3cccc(F)c3)n2)o1 | 3.7
COc1ccc(C(=O)Nc2ccc(N3CCCCCC3)cc2)cc1S(=O)(=O)N1CCOCC1 | -1.9
CS(=O)(=O)N(CC(=O)NCc1cccnc1)C1CCCCC1 | 0.3

Next part.
SMILES | CD40 NFkB inh
CCOc1ccc(-c2cccc(NS(=O)(=O)c3ccc([N+](=O)[O-])cc3)c2)nn1 | -4.8
COC(=O)C[C@@H]1CC[C@@H]2[C@@H](COc3ccc(NS(=O)(=O)c4ccc(C)cc4)cc3C(=O)N2C)O1 | 1.4[25 µM]
O=C1c2cccnc2C(=O)N1c1ccccc1-c1ccccc1 | 1.8
CC(=O)c1ccc(OCCCC(=O)NCCc2ccccc2)cc1 | -13.6
N#C[C@H]1[C@@H](c2ccccc2)[C@H](CO)N1C(=O)Cc1ccccc1 | -3.9[25 µM]
Cc1ccc(S(=O)(=O)N2C[C@H](O)COC[C@@H]3O[C@@H](CC(=O)NCc4ccc5c(c4)OCO5)CC[C@H]32)cc1 | 15.4[25 µM]
CCCCn1c(N)c(N(CCC(C)C)C(=O)c2c(CC)noc2C)c(=O)[nH]c1=O | -2.2
CC(C)(C)C(=O)O/N=C1\CCS(=O)(=O)c2sccc21 | 3.5
CCC(CC)NC(=O)Nc1cccc(C)c1C | 3.0
COc1ccc2oc(=Nc3ccc(C(=O)O)cc3)c(C(=O)NCc3ccco3)cc2c1 | -19.1
CCCn1c(N)c(N(CCOC)C(=O)COC(=O)CSc2cc(C)c3ccccc3n2)c(=O)[nH]c1=O | 3.2
